From PubChem
POLK inh – blocks human DNA polymerase kappa activity; 400,000 tested, 0.53% active; AID 588579; Q9UBT6; Potency, µM (doses to about 107 µM), without a hit: at the highest dose activity, negative = inhibition, most hits filed as inhibitors; purified Pol kappa, fluorescent DNA synthesis assay, 10 min
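Activity was followed as the change in fluorescence between reads at 0 and 10 min after starting the reaction with 50 nM substrate. Beforehand, 10 nM polymerase had been preincubated with compound for 15 min at room temperature.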
APEX1 inh – inhibitors of human APE1 endonuclease; 350,000 tested, 0.35% active; recombinant APE1, TAMRA/BHQ-2 abasic DNA cleavage fluorescence; AID 2517; Potency, µM (doses to about 65.8 µM), inactives show at the top dose activity change, negative = inhibition, hits mostly inhibitors;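 also: plate controls were vehicle for no effect and reference inhibitor for full effect; nearly all actives have a fitted effect of over 55% in size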
Target sequence (P27695 whole entry, looked up): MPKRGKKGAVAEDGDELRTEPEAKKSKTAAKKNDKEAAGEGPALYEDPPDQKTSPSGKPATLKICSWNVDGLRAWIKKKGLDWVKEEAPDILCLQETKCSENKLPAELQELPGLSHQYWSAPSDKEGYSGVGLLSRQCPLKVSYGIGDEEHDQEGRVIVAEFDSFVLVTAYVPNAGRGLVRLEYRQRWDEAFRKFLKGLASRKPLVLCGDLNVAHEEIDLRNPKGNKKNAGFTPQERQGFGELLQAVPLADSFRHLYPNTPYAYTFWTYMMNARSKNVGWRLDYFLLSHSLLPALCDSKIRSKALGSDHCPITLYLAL
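Enzyme (0.75 nM final) and test compound are incubated 15 min at room temperature before adding 50 nM quenched THF abasic-site duplex. Cleavage dequenches TAMRA, followed at 525/598 nm over three reads one minute apart.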
12-LOX inh – ALOX12 (human) lipoxygenase inhibition; P18054; purified 12hLO, xylenol orange hydroperoxide absorbance; Potency, µM (doses to about 108 µM), without a hit: at the top dose activity change, negative = inhibition, actives largely listed as inhibitors; 580,000 tested, 1.1% active; AID 1671190
Target sequence (P18054 whole entry, looked up): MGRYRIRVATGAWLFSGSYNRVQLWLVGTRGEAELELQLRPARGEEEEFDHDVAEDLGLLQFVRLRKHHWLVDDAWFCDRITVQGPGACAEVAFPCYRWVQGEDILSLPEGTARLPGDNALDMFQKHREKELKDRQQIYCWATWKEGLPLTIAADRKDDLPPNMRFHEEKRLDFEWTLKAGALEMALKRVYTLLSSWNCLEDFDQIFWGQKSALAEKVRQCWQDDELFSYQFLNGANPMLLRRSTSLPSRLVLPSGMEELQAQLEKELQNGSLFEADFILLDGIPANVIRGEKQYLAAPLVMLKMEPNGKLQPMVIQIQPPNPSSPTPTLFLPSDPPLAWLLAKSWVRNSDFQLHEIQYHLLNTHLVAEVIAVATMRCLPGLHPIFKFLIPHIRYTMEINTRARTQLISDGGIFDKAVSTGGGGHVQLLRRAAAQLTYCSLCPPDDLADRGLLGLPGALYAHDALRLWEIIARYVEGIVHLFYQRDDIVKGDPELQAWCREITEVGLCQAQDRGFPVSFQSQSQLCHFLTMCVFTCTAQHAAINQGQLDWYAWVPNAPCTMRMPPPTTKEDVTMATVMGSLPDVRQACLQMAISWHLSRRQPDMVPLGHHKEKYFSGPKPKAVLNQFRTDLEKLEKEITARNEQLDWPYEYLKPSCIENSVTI
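Hydroperoxide product was detected by ferrous iron/xylenol orange as the 573 to 405 nm absorbance ratio. Arachidonic acid at 40 uM (final) was turned over for 30 min at room temperature by 150 nM human 12hLO, pH 7.0 Hepes buffer, after 15 min compound preincubation.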
Active calls of the source: *; ? = inconclusive; [ ] = another dose, or the depositor's remark. Calls follow the shape of the dose curve; as a rule, active = well fitted curve in the direction sought with a large enough effect; inconclusive = small, poorly fitted or top-dose-only effect, or another doubt; inactive = no such curve, though single readings can be large; an effect the other way counts as inactive or inconclusive. Unless noted, % is scaled to controls: 0 for no effect and ±100 for the full control effect; potency is read from the fitted curve at half-maximal effect. This is a subset; count on the stated rates, not on these rows.

SMILES	POLK inh	APEX1 inh	12-LOX inh
Cn1cccc1C(=O)N1CCC[C@@]2(CCN(C(=O)Nc3cccc(C#N)c3)C2)C1	-3%[60.1 µM]	23%	?
COc1ccc(Oc2ncc3nc(-c4cccs4)c(=O)n(Cc4cccc(OC)c4)c3n2)cc1	2%[60.1 µM]	1%	122%[activator]
COc1ccc(NC(=O)N2CCCC3(CCN(C(=O)c4csnn4)CC3)C2)cc1	-7%[60.1 µM]	9%	4%[57.4 µM]
O=c1c(-c2ccc(Cl)cc2)nc2cnc(N3CCOCC3)nc2n1C1CC1	-2%[60.1 µM]	5%	0%
FC(F)(F)c1ccccc1-c1nc(NC2CCNCC2)c2ccccc2n1	-3%[60.1 µM]	-2%	?
COc1ccc(Oc2ncc3nc(-c4cc(F)cc(F)c4)c(=O)n(C[C@H]4CCCO4)c3n2)cc1	-9%[60.1 µM]	0%	0%
COc1ncc2nc(-c3ccc(F)cc3)c(=O)n(CCc3ccccc3)c2n1	1%[60.1 µM]	-3%	240%[activator]
COc1ccccc1-c1cc(Nc2ccn[nH]2)ncn1	-4%[60.1 µM]	-2%	-47%
COc1ccc(-c2nc3cncnc3n(-c3ccccc3)c2=O)cc1	11%[60.1 µM]	0%	0%
Cc1noc(C)c1-c1cncnc1NCCN1CCOCC1	10%[60.1 µM]	3%	?
COc1ccccc1CCn1c(=O)c(-c2ccccc2)nc2cncnc21	-2%[60.1 µM]	0%	?
COc1ccc(C(=O)N2CCC3(CCN(C(=O)Nc4cccc(F)c4)CC3)CC2)cc1	-9%[60.1 µM]	2%	1%[57.4 µM]
O=c1c(-c2ccc(Cl)cc2)nc2cnc(N3CCOCC3)nc2n1-c1ccccc1	2%[60.1 µM]	21%	0%
COc1ccc(-c2nc3cnc(N4CCN(C)CC4)nc3n(-c3ccc(OC)cc3)c2=O)cc1	1%[60.1 µM]	-7%	?
COc1ccccc1CNc1ccnc(-c2cccc(NS(C)(=O)=O)c2)n1	-4%[60.1 µM]	-6%	?
COc1ccc(-c2nc3cnc(N4CCNCC4)nc3n(-c3ccc(OC)cc3)c2=O)cc1	?	16%	?
N#Cc1cccc(-c2nc(NCc3cccnc3)c3ccccc3n2)c1	-5%[60.1 µM]	-3%	?
COc1ccccc1CNc1nc(-c2ccc(C(=O)N(C)C)cc2)nc2ccccc12	-4%[60.1 µM]	6%	-14%
O=C(c1csnn1)N1CCC2(CCCN(c3ncccn3)C2)CC1	-2%[60.1 µM]	23%	-3%[57.4 µM]
COc1ccc(CNc2ncnc3ccc(-c4cccc(C#N)c4)cc23)c(OC)c1	-2%[60.1 µM]	-5%	-13%
CCCCCCCCCCCCCCCC(=O)O[C@H](CC(=O)O)C[N+](C)(C)C	-9%[19.4 µM]	-11%	98%[activator]
COc1ccc2[nH]cc(CCNc3nc(-c4ccc(N(C)C)cc4)nc4ccccc34)c2c1	-2%[60.1 µM]	-7%	?
FC(F)(F)c1ccccc1-c1cc(NCCN2CCOCC2)ncn1	-7%[60.1 µM]	-5%	-20%
O=C(c1ccncc1)N1CCC2(CC1)CN(Cc1cc(C(F)(F)F)cc(C(F)(F)F)c1)C2	-16%[60.1 µM]	3%	-23%[57.4 µM]
CC(C)NC(=O)N1CCCC2(CCN(C(=O)c3cccn3C)CC2)C1	4%[60.1 µM]	8%	?
SMILES	POLK inh	APEX1 inh	12-LOX inh
COc1ccc(Oc2ncc3nc(-c4cccc(C#N)c4)c(=O)n(C)c3n2)cc1	3%[60.1 µM]	0%	0%
COc1ncc2nc(-c3ccc(F)cc3)c(=O)n(Cc3cccs3)c2n1	-2%[60.1 µM]	-6%	5%
Cc1cccc(/C=C\c2ccccc2)n1	-17%[19.4 µM]	-7%	245%[activator]
CN1CCN(c2ncncc2-c2ccccc2Cl)CC1	3%[60.1 µM]	-6%	40µM*
Cn1c(=O)cnc2cnc(Nc3ccccc3)nc21	-3%[60.1 µM]	-8%	0%
COc1ccc(C(=O)N2CCC3(CCN(C)CC3)CC2)cc1	6%[60.1 µM]	3%	11%[57.4 µM]
O=C(Nc1ccccc1)N1CCCC2(CCNCC2)C1	8%[60.1 µM]	5%	-2%[57.4 µM]
CN1CCN(c2ncc3nc(CCc4ccccc4)c(=O)n(C)c3n2)CC1	0%[60.1 µM]	5%	?
Cc1nc2cnc(Oc3ccccc3)nc2n(-c2ccccc2)c1=O	-15%[60.1 µM]	-1%	65%[activator]
Cc1nc2cncnc2n(Cc2ccc(F)cc2)c1=O	-4%[60.1 µM]	-10%	6%
COc1ccc(C(=O)N2CCC3(CC2)CN(Cc2ccc(C#N)cc2)C3)cc1	-1%[60.1 µM]	-3%	-4%[57.4 µM]
Cn1c(=O)c(-c2cc(F)cc(F)c2)nc2cnc(Nc3ccccc3)nc21	?	-1%	27%
COCC(=O)N1CCC2(CC1)CN(Cc1ccccc1OC)C2	-1%[60.1 µM]	-6%	0%[57.4 µM]
COC(=O)N1CCC2(CCN(C(=O)Nc3cccc(F)c3)CC2)CC1	0%[60.1 µM]	5%	-2%[57.4 µM]
COc1ccc2[nH]cc(CCNc3ccnc(-c4ccc5c(c4)OCO5)n3)c2c1	-2%[60.1 µM]	-12%	45µM*
COc1ccccc1-c1nc(N2CCOCC2)c2ccccc2n1	9%[60.1 µM]	9%	-26%
COCC(=O)N1CCC[C@@]2(CCN(c3ccccc3)C2)C1	5%[60.1 µM]	3%	?
COC(=O)N1CCC[C@@]2(CCN(c3ccccc3)C2)C1	12%[60.1 µM]	0%	?
COC(=O)N1CCC2(CC1)CN(C(=O)Nc1ccccc1)C2	5%[60.1 µM]	0%	1%[57.4 µM]
Cc1cnc(CNc2nc(-c3cccc(NS(C)(=O)=O)c3)nc3ccccc23)cn1	3%[60.1 µM]	1%	?
CC(=O)NCCNc1ncncc1-c1ccccc1C	-2%[60.1 µM]	-2%	?
CN(C)c1cc(-c2cccc(NS(C)(=O)=O)c2)ncn1	2%[60.1 µM]	-8%	35µM*
COc1cccc(Nc2ncc3nc(CCc4ccccc4)c(=O)n(Cc4cccs4)c3n2)c1	-4%[60.1 µM]	10%	?
COc1cccc(-c2ccc3ncnc(Nc4ccccc4)c3c2)c1	0%[60.1 µM]	-3%	?
CS(=O)(=O)N1CCC[C@@]2(CCN(Cc3ccc(C#N)cc3)C2)C1	-1%[60.1 µM]	1%	0%[57.4 µM]

A draw from above in order of SMILES length, lowest first:
SMILES	POLK inh	APEX1 inh	12-LOX inh
Cc1cccc(/C=C\c2ccccc2)n1	-17%[19.4 µM]	-7%	245%[activator]
CC(=O)NCCNc1ncncc1-c1ccccc1C	-2%[60.1 µM]	-2%	?
CN1CCN(c2ncncc2-c2ccccc2Cl)CC1	3%[60.1 µM]	-6%	40µM*
O=C(Nc1ccccc1)N1CCCC2(CCNCC2)C1	8%[60.1 µM]	5%	-2%[57.4 µM]
COc1ccccc1-c1nc(N2CCOCC2)c2ccccc2n1	9%[60.1 µM]	9%	-26%
COCC(=O)N1CCC2(CC1)CN(Cc1ccccc1OC)C2	-1%[60.1 µM]	-6%	0%[57.4 µM]
COC(=O)N1CCC[C@@]2(CCN(c3ccccc3)C2)C1	12%[60.1 µM]	0%	?
COC(=O)N1CCC2(CC1)CN(C(=O)Nc1ccccc1)C2	5%[60.1 µM]	0%	1%[57.4 µM]
Cc1nc2cnc(Oc3ccccc3)nc2n(-c2ccccc2)c1=O	-15%[60.1 µM]	-1%	65%[activator]
CC(C)NC(=O)N1CCCC2(CCN(C(=O)c3cccn3C)CC2)C1	4%[60.1 µM]	8%	?
CN1CCN(c2ncc3nc(CCc4ccccc4)c(=O)n(C)c3n2)CC1	0%[60.1 µM]	5%	?
CS(=O)(=O)N1CCC[C@@]2(CCN(Cc3ccc(C#N)cc3)C2)C1	-1%[60.1 µM]	1%	0%[57.4 µM]
Cn1c(=O)c(-c2cc(F)cc(F)c2)nc2cnc(Nc3ccccc3)nc21	?	-1%	27%
COc1ccc(C(=O)N2CCC3(CC2)CN(Cc2ccc(C#N)cc2)C3)cc1	-1%[60.1 µM]	-3%	-4%[57.4 µM]
COc1ccc2[nH]cc(CCNc3ccnc(-c4ccc5c(c4)OCO5)n3)c2c1	-2%[60.1 µM]	-12%	45µM*
COc1ccc(Oc2ncc3nc(-c4cccc(C#N)c4)c(=O)n(C)c3n2)cc1	3%[60.1 µM]	0%	0%
Cc1cnc(CNc2nc(-c3cccc(NS(C)(=O)=O)c3)nc3ccccc23)cn1	3%[60.1 µM]	1%	?
COc1cccc(Nc2ncc3nc(CCc4ccccc4)c(=O)n(Cc4cccs4)c3n2)c1	-4%[60.1 µM]	10%	?
O=C(c1ccncc1)N1CCC2(CC1)CN(Cc1cc(C(F)(F)F)cc(C(F)(F)F)c1)C2	-16%[60.1 µM]	3%	-23%[57.4 µM]

Other records.
SMILES	POLK inh	APEX1 inh	12-LOX inh
CN1CCN(c2ncncc2-c2ccc(C(=O)N(C)C)cc2)CC1	6%[60.1 µM]	-2%	?
N#Cc1cccc(-c2nc(NCc3ccccc3)c3ccccc3n2)c1	-9%[60.1 µM]	-6%	?
COCCn1c(=O)c(-c2ccccc2)nc2cnc(Oc3cccc(Cl)c3)nc21	-6%[60.1 µM]	-1%	8%
CC(=O)N1CCC2(CCCN(Cc3cc(C(F)(F)F)cc(C(F)(F)F)c3)C2)CC1	-4%[60.1 µM]	2%	4%[57.4 µM]
O=c1c(-c2cccs2)nc2cncnc2n1C1CC1	-5%[60.1 µM]	0%	153%[activator]
COc1ccccc1CCn1c(=O)c(-c2ccc(Cl)cc2)nc2cncnc21	5%[60.1 µM]	3%	230%[activator]
CCNc1ncc2nc(-c3ccccc3)c(=O)n(Cc3ccc(F)cc3)c2n1	-6%[60.1 µM]	3%	0%
O=C(c1ccco1)N1CCC2(CCCN(c3ncccn3)C2)CC1	2%[60.1 µM]	0%	-3%[57.4 µM]
Cc1ccccc1-c1nccc(NCc2cccnc2)n1	1%[60.1 µM]	-1%	?
Cc1ccccc1-c1nc(N2CCN(C)CC2)c2ccccc2n1	1%[60.1 µM]	0%	?
O=c1cnc2cnc(Oc3ccccc3)nc2n1Cc1cccs1	2%[60.1 µM]	1%	0%
COc1ccccc1-c1ccc2ncnc(NCCN3CCOCC3)c2c1	0%[60.1 µM]	-1%	-5%
N#Cc1cccc(NC(=O)N2CC3(CCN(C(=O)c4ccco4)CC3)C2)c1	-8%[60.1 µM]	4%	2%[57.4 µM]
CN(Cc1ccco1)c1ncncc1-c1cccnc1	?	-4%	?
COc1ccc(-c2nc3cnc(OC)nc3n(CCC#N)c2=O)cc1	-8%[60.1 µM]	11%	258%[activator]
O=c1cnc2cnc(N3CCOCC3)nc2n1CCc1ccccc1	2%[60.1 µM]	-1%	6%
COc1cccc(-c2nccc(NCc3cccs3)n2)c1	-1%[60.1 µM]	17%	-42%
CS(=O)(=O)Nc1cccc(-c2ccc3ncnc(NC4CCNCC4)c3c2)c1	13%[60.1 µM]	-6%	?
Cc1noc(C)c1C(=O)N1CCC[C@@]2(CCN(c3cccc(-c4ccccc4)c3)C2)C1	-1%[60.1 µM]	-1%	?
N#CCCn1c(=O)c(-c2cc(F)cc(F)c2)nc2cnc(Oc3ccccc3)nc21	-4%[60.1 µM]	1%	0%
Cn1cccc1C(=O)N1CCC2(CC1)CCN(c1ccccn1)CC2	5%[60.1 µM]	1%	-2%[57.4 µM]
COc1ncc2nc(C)c(=O)n(CCC#N)c2n1	-8%[60.1 µM]	0%	0%

Sorted by the number under 12-LOX inh (falling): three of the compounds above.
SMILES | POLK inh | APEX1 inh | 12-LOX inh
O=c1cnc2cnc(Oc3ccccc3)nc2n1Cc1cccs1 | 2%[60.1 µM] | 1% | 0%
COc1ccccc1-c1ccc2ncnc(NCCN3CCOCC3)c2c1 | 0%[60.1 µM] | -1% | -5%
COc1cccc(-c2nccc(NCc3cccs3)n2)c1 | -1%[60.1 µM] | 17% | -42%
